SARS 3CLpro inh = SARS-CoV 3CLpro protease inhibition | P0C6X7 | recombinant SARS-CoV 3CLpro, quenched FRET peptide cleavage | inhibition, % at 6 µM | 290,000 tested, 0.14% active | AID 1706; in the data active = inhibition above about 12%
MazEF act = activators of E. coli MazEF toxin-antitoxin RNase; P0AE70; FAM/BHQ RNA-DNA oligo cleavage fluorescence, 5 h; activation, % at 20 µM; 350,000 tested, 0.32% active; in the data active = activation above about 50%
Target sequence (P0AE70 whole entry, looked up): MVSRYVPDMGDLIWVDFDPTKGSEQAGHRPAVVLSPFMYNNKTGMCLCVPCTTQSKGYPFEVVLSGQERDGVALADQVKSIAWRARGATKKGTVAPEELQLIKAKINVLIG
TcdB inh = TcdB glycohydrolase inhibition; TcdB glycohydrolase enzymatic assay, plate reader; 350,000 tested, 0.24% active; inhibition, % at 9.99 µM; in the data active = inhibition above about 10%
Rv3671c protease = Rv3671c (M. tuberculosis) protease inhibition; P9WHR9; inhibition, % at 5.96 µM; 320,000 tested, 0.048% active; in the data active = inhibition above about 38%;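 note: extracellular domain of Rv3671c used as enzyme; 0% = enzyme with DMSO and 100% = no enzyme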
Target sequence (P9WHR9 whole entry, looked up, the tested form may be a part): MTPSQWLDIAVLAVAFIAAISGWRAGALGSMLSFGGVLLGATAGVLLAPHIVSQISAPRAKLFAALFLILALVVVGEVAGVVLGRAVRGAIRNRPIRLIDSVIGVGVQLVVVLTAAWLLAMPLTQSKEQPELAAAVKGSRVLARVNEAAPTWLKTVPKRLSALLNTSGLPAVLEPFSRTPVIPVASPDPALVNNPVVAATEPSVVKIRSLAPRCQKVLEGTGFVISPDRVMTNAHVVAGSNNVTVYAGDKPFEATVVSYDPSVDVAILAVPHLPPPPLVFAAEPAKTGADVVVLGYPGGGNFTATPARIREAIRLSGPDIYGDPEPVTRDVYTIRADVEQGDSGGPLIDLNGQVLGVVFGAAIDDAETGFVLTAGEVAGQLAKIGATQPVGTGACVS
SSB-PriA inh = K. pneumoniae PriA-SSBct interaction inhibition; AlphaScreen SSBct-PriA binding, biotinylated peptide; inhibition, % at 33 µM; 430,000 tested, 0.6% active; AID 1272365; in the data active = inhibition mostly above about 37%, no sharp cut-off; inactive = mostly below about 20%;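 note: plate controls were negative control peptide for no effect and reference peptide for full effect; strong numbers were not always called active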
Vc quorum ag = induces V. cholerae light production without autoinducers; V. cholerae BH1578 lux reporter, luminescence, 6 h; activation, % at 18.7 µM; 350,000 tested, 0.16% active; AID 588436; in the data active = activation mostly above about 9.7%, no sharp cut-off; inconclusive = no clear call, values can overlap the other calls; inactive = mostly below about 3.7%; note: not every result past the cut was called active; inactives centre near 0; reference of the scale not given here
Yp Topo-I inh = blocks Yersinia pestis topoisomerase I activity. AID 504884. 360,000 tested, 0.064% active. Y. pestis Topo-I cleavage product accumulation, plate reader. activity, % at 10 µM; in the data active = activity above about 50%, passing the limit was not always enough; inconclusive = no clear call, values can overlap the other calls; note: inactives centre near 2
DUSP3 inh = inhibitors of human VHR1 phosphatase (DUSP3); recombinant VHR phosphatase, pNPP absorbance; inhibition, % at 13.3 µM; 290,000 tested, 0.52% active; AID 1654; in the data active = inhibition above about 50%; note: some compounds called inactive have numbers as strong as hits
Target sequence (P51452 whole entry, looked up): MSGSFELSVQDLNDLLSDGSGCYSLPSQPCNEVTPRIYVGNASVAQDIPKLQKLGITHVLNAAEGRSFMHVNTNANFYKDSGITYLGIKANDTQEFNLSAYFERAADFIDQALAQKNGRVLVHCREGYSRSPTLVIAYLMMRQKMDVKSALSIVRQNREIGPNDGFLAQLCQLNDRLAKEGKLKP
Anthrax LF prot = anthrax lethal factor protease inhibition | P15917 | multiplex microsphere protease cleavage assay, LF | inhibition, % at 10 µM | 360,000 tested, 0.12% active | AID 588501; in the data active = inhibition above about 30%; inconclusive = no clear call, values can overlap the other calls; note: plate controls were buffer without enzyme for full effect and enzyme alone for no effect
PfHsp40 yeast = restores yeast growth despite PfHsp40 toxicity. growth rescue, % at 12.5 µM. 340,000 tested, 0.68% active. S. cerevisiae expressing PfHsp40, growth rescue, ATP luminescence. AID 504582; in the data active = growth rescue above about 28%, passing the limit was not always enough; inconclusive = no clear call, values can overlap the other calls;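 note: yeast W303a lacking pdr1 and pdr3 grown in galactose medium; growth measured after three days at 30 °C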
An asterisk follows results filed as active; i = inactive; ? = inconclusive; · = no result given; & = joins results of further samples. Some of the compounds tested (hit frequency here may not be typical).

Second line of a record: SARS 3CLpro inh, MazEF act, TcdB inh, Rv3671c protease, SSB-PriA inh, Vc quorum ag, Yp Topo-I inh, DUSP3 inh, Anthrax LF prot, PfHsp40 yeast
> COc1ccc(S(=O)(=O)N2CCCN(CC(=O)Nc3cc(NC(C)=O)ccc3OC)CC2)cc1
  -6, -3, ·, 7, -21, i, 1, 7, 0, 1.6
> C/C(=N/Nc1ccnc2cc(Cl)ccc12)c1ccc(N)cc1
  ·, 23, -2.9, 37, ·, -0.4, 0, ·, -18, 0.8
> C[C@H](CO)N1C[C@H](C)[C@H](CN(C)S(=O)(=O)c2ccc(C#N)cc2)OCc2cnnn2CCCC1=O
  ·, 9, 0.8&-0.4, ·, ·, -0.4, -2, ·, 6, ·
> O=C(Nc1cccc(Cl)c1)C1CCCN(C2=NS(=O)(=O)c3ccccc32)C1 (stereo unspecified)
  ·, 6, 1.2, ·, -13, -1.1, 14, ·, -3, -1.1
> O=c1[nH]cnc(O)c1C1C=CC=CC=C1
  ·, -2, 6.0, ·, -8, -3.3, 5, ·, -5, 3.2
> C[N+](C)(C)CCOP(=O)(O)OP(=O)([O-])OC[C@H]1O[C@@H](n2ccc(N)nc2=O)[C@H](O)[C@@H]1O
  -1, -5, ·, 8, -14, -5.0, -1, 5, 1, -1.6
> O=C(CN1C(=O)COc2ccccc21)NC1CCCC1
  4, 2, -0.2, -3, -16, i, -9, 30, 15, 1.7
> Cc1nc2nc[nH]n2c(=O)c1NC(=O)c1c(-c2ccccc2Cl)noc1C
  -3, 3, ·, 5, -1, -1.0, 2, 11, -1, 0.1
> COc1cc(NC(=O)CN2CCN(CC(=O)Nc3ccccc3OC)CC2)cc(OC)c1
  -8, -2, 2.5, -12, 2, i, 9, -2, 14, 0.7
> O=C(Cn1cc(-c2nnnn2-c2ccc(Cl)cc2)c(=O)c2ccccc21)c1ccccc1
  -1, 5, ·, -77, -3, 1.6, 0, 13, -1, 1.0
> Cc1ccc(C(=O)OCC(=O)Nc2ccccc2C(F)(F)F)cc1S(=O)(=O)N1CCCCC1
  ·, -2, -1.0, ·, -8, i, 30, ·, -3, -2.0
> CCN(CC)C(=O)Cn1cc(/C=C(\C#N)C(=O)N2CCN(c3ccccc3)CC2)c2ccccc21
  4, -1, ·, 0, 19, i, 32, 25, 1, -0.6
> CCOC(=O)c1c(S(=O)(=O)Nc2ccccc2OCC)c(C)n(C)c1C
  -7, -4, 1.1, -8, 7, -0.2, 4, 5, 1, -0.7
> COc1ccc(NC(=O)C(NS(=O)(=O)c2cccs2)C(C)C)cc1Cl (stereo unspecified)
  4, 7, 2.0, 4, 0, -0.6, 1, 7, 11, -0.9
> CC(=O)c1c(C)nc(Nc2nc3ccccc3s2)nc1C
  3, -10, 1.1, -2, 5, -0.7, 10, 12, -2, ·
> CN(CC(=O)Nc1cccc(F)c1)C(=O)C1CCN(S(=O)(=O)c2ccc3c(c2)OCCO3)CC1
  ·, 0, 0.3, -11, -12, -9.9, 36, ·, -1, -2.2
> COc1ccc(S(=O)(=O)Nc2ccc(Cl)cn2)cc1
  0, 2, 0.5, 7, -1, -0.1, -2, 5, -14, 0.1
> Cc1cc(C)cc(NC(=S)NCCN2CCOCC2)c1
  2, 6, 3.5, 11, -2, 0.4, 7, ·, 0, -1.7
> CCOC(=O)C1=C(C)NC(c2cccs2)C(=O)N1 (stereo unspecified)
  -3, -1, -0.8, 2, 2, -0.3, -1, 2, -1, 2.5
> C/C(N)=C(/C#N)C(=O)COC(=O)CNS(=O)(=O)c1ccc2ccccc2c1
  -1, -3, 0.8, -14, -7, i, 3, -5, -3, 0.3
> CCOc1ccccc1N1CCN(C(=S)NCc2ccco2)CC1
  -2, 7, ·, -10, 9, -0.2, 4, 9, -1, -0.3
> O=C(NCc1ccccn1)c1cc2ccccn2n1
  -5, 9, 2.5, -9, -2, -0.6, 0, 13, -10, -0.7
> COCc1nnc(NC(=O)C2CC(=O)N(C3CCCCC3)C2)s1 (stereo unspecified)
  -1, 0, 0.2, -8, -1, i, 6, 27, -7, -1.6
> CC(C)c1nc(N2CCCC2)c(C#N)c2c1CCCC2
  4, -3, ·, -3, -19, 0.3, 23, 9, 0, -2.2
> CCN(CC)c1ccc(NC(=O)CN2CCN(CC(=O)Nc3ccc(OC)cc3)CC2)cc1
  -1, 5, 1.3, 4, -1, -0.9, 22, -7, 1, -1.0
> COc1ccc(-c2nn(-c3ccccc3)cc2CNCCN2CCOC2=O)c(F)c1
  -1, 6, 0.2, -10, 1, -0.2, 4, 4, 0, 0.2
> CN(c1ccc(OCC(=O)Nc2ccccc2C(=O)O)cc1)S(=O)(=O)c1ccc(Cl)cc1
  ·, -4, -3.4, -13, -20, i, 5, ·, -4, -0.5
> NC(=O)CC(O)c1cccc(Cl)c1 (stereo unspecified)
  2, 1, ·, 7, -17, -0.1, -7, 4, 0, -0.4
> CCCNC(=O)NC(=O)COC(=O)c1ccc(S(=O)(=O)N(C)c2ccccc2OC)cc1
  1, 9, 2.0, 5, -6, -0.1, 4, -30, 2, 0.1
> COc1ccc(NC(=O)C2CCN(c3cnccn3)CC2)cc1Cl
  -4, 1, -0.8, 3, 5, -0.3, -2, 34, -2, 0.7
> COc1cc(/C=C2/C(=O)NN(c3ccc(F)cc3)C2=O)cc(Cl)c1O
  4, 2, 0.4, -1, -1, i, 1, -8, -9, 0.2
> COc1ccc(CNC(=O)Cc2c(C(=O)O)[nH]c3ccccc23)cc1
  7, -4, ·, 1, -14, -3.6, -2, 37, 1, 2.4
> CCc1ccccc1NC(=O)CNC(=O)c1ccc(S(=O)(=O)NCc2ccco2)cc1
  ·, -3, -0.2, ·, ·, -0.5, -4, ·, -4, ·
> COc1ccc(-c2nc(CS(=O)CC(=O)NCc3ccc4c(c3)OCO4)c(C)o2)cc1OC (stereo unspecified)
  0, 3, -10, 2, -4, -0.3, -5, -6, 4, 1.8
> CSc1ncc(/C=C2/C(=O)NC(=O)N(c3ccc(C(C)C)cc3)C2=O)cn1
  0, -6, ·, -4, -12, i, -10, -5, -2, 0.2
> Cn1c(SCC(=O)N(C2CCCCC2)C2CCCCC2)nnc1-c1cccs1
  -7, -2, ·, -1, -3, -1.5, 15, 7, 1, 1.9
> O=C(CSCc1ccccc1)Nc1ccc2c(c1)OCO2
  -2, 4, ·, -1, -14, 4.5, 10, 4, -9, 0.3
> Cn1c(Cn2c(C(F)(F)F)nc3ccccc32)nc2ccccc21
  0, -1, ·, 1, -16, -0.6, -3, 37, 1, 0.2
> O=C(O)CCC(=O)OCCc1cc2ccccc2c(=O)o1
  ·, -1, -0.3, 1, 4, -0.5, 5, ·, 0, -1.3
> CNC(=S)Nc1ccc(OC)c(OC)c1
  -4, 5, ·, -6, -12, -0.4, -6, 3, ·, 0.8
> C/C=C/C1=CC(=O)C[C@H](c2ccc(Cl)cc2)C1
  ·, 6, 0.1, 2, 8, -5.9, 9, ·, 2, 0.1
> O=C(CSc1nnc(C2COc3ccccc3O2)o1)N1CCOCC1 (stereo unspecified)
  -1, 0, ·, -2, 1, 1.3, 2, 32, -5, -0.1
> NS(=O)(=O)c1ccc(NC(=S)NCc2ccccc2)cc1
  -8, 10, ·, 3, -16, -0.2, 5, -15, -2, -3.7
> Cc1ccccc1CN(c1ccc(C(=O)N/N=C/c2ccc(OCC(N)=O)cc2)cc1)S(C)(=O)=O
  1, 6, 0.8, -25, ·, i, 4, 8, 0, 0.8
> Cc1cc(C)c(-c2csc(NC(=O)C3=NN(c4ccccc4)C(=O)CC3)n2)c(C)c1
  -1, -3, 0.8, -28, 10, -0.2, 21, -17, 2, 0.6
> COCCCn1nnnc1SCC(=O)Nc1nc(C)c(C)s1
  7, -1, ·, -3, -4, i, 10, 9, -3, 1.8
> Cc1ccc(S(=O)(=O)NC(=O)NCc2ccco2)cc1
  ·, 6, 2.2, ·, -7, -3.3, 3, ·, -4, -1.2
> Cc1cc(C)cc(NC2=CC(=O)CC(c3ccco3)C2)c1 (stereo unspecified)
  9, -4, ·, 5, 2, -7.1, 7, 6, -4, -1.1
> CCC(C)NC(C(=O)Nc1ccc(Cl)c([N+](=O)[O-])c1)c1ccccc1 (stereo unspecified)
  2, -1, ·, 4, -3, -0.3, 9, 33, -1, -0.5
> Cc1c(CCNC=O)cc(C)c2c3c(oc12)CCCC3
  ·, 6, 2.4, ·, -24, ·, 24, ·, -8, 3.5
> COc1ccc(OCc2nnc(SCC(=O)Nc3cccc(C(C)=O)c3)o2)cc1
  ·, 2, -0.1, -3, 7, -0.5, -1, ·, -7, 0.6
> COc1cccc(OC)c1NC(=O)CN(C)S(=O)(=O)c1ccc2c(c1)OCCO2
  0, 3, 3.2, 1, -6, -0.3, -4, 17, 1, 0.4
> Cc1ncc(CN2CCN(C3CCCC3)C(CCO)C2)s1 (stereo unspecified)
  2, 6, -0.2, 5, -6, 0.6, -7, -28, 3, 0.5
> Cc1cccc(C)c1NC(=O)CN(C)C(=O)c1cccc(NS(=O)(=O)c2ccccc2)c1
  ·, -6, 0.1, 9, -4, i, ?, ·, 3, -0.7
> Cn1c(NCc2cccnc2)nc2cc(-c3ccc(C(=O)N4CCOCC4)cc3)sc2c1=O
  ·, ·, 0.7, ·, ·, i, 11, ·, -8, ·
> CCN(CC)CCNC(=O)c1cc(Nc2ccc(OC)c(OC)c2)nc2ccccc12
  -3, 12, 5.6, 10, 19, i, -25, 17, -13, 1.1
> CCOC(=O)COc1nc(N(C)C)nc(N(C)C)n1
  -4, 1, ·, 13, -6, -0.6, 9, 16, 1, -1.8
> COc1ccc(NC(=O)[C@H](C)NC(=O)C2CCN(S(=O)(=O)c3ccc(C)cc3)CC2)cc1OC
  7, 9, -0.7, -10, 13, -0.3, -8, 0, 0, -0.4
> Cc1cc(C)c(NC2=CC(=O)CC(C)(C)C2)c(C#N)c1
  3, -6, ·, 1, 2, -0.5, 0, -2, 3, 1.1
> COc1ccc(NC(=O)CNC(=O)c2cccs2)cc1Cl
  -1, 13, 0.3, -6, -9, -0.3, 1, 3, 7, 0.1
> CCCSc1nc(=O)n2cc(C)ccc2n1
  -2, 3, 1.9, 5, -12, -3.8, 3, 2, -1, 1.2
> CC(C)(C)CNC(=O)c1cccc2c1C(=O)c1ccc(N3CCCC3)cc1S2(=O)=O
  ·, -136, 0.7, -18, -5, -1.7, 26, ·, 5, -0.8

Given with bars between the fields: part of the list above.
Compound | SARS 3CLpro inh | MazEF act | TcdB inh | Rv3671c protease | SSB-PriA inh | Vc quorum ag | Yp Topo-I inh | DUSP3 inh | Anthrax LF prot | PfHsp40 yeast
CCN(CC)c1ccc(NC(=O)CN2CCN(CC(=O)Nc3ccc(OC)cc3)CC2)cc1 | -1 | 5 | 1.3 | 4 | -1 | -0.9 | 22 | -7 | 1 | -1.0
O=c1[nH]cnc(O)c1C1C=CC=CC=C1 | · | -2 | 6.0 | · | -8 | -3.3 | 5 | · | -5 | 3.2
